miR122 inh: miR-122 Renilla sensor signal increase in Huh7, primary screen, miR-122 inhibitor project, cell-based, single point, plate reader. Huh7 miR-122 Renilla luciferase sensor, 48 h; neutral wells = 0, positive control = 100. activation (reporter increase), % at 12.5 µM. 340,000 compounds, 0.3% hits. AID 602342, 2012;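 active means mean replicate activation score at least 90 and every replicate individually at or above 90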;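 further: higher luciferase means less miR-122 activity so hits act as miR-122 inhibitors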
FN deposition inh: inhibitors of fibronectin matrix deposition, primary screen, AH1F cells, Alexa488-fibronectin fluorescence, plate reader | inhibition, % at 12.6 µM | 350,000 compounds, 0.086% hits | AH1F fibroblasts, overnight;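 active means mean inhibition across replicates of 30% or more, regardless of how many single replicates reach that level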;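 further: positive control wells lacked labelled fibronectin entirely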
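Material – AH1F fibroblast monolayer, labelled fibronectin deposition · Reagent – labelled fibronectin 24 nM · Timing – 1 h adhesion, overnight exposure · Measured by – fluorescence at 485 nm excitation, 525 nm emission · Read-out – inhibition of fibronectin deposition signal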
An asterisk follows results filed as active. Some of the compounds tested, so the mix of outcomes need not match the whole.

Order of results – miR122 inh, FN deposition inh
Clc1ccccc1-c1nnc2sc(-c3ccco3)nn12
→ 2, -3
COc1cc(C2=NOC(C(=O)NC3CCCCC3)C2)cc(OC)c1OC (configuration not stated)
→ 2, 4
O=C(OCC1OC2C(Oc3nc(=O)ccn32)C1O)c1ccccc1 (configuration not stated)
→ -9, 7
Cc1noc(C)c1CSc1nnc2scc(-c3ccccc3)n12
→ 18, 2
Cn1nc(C(F)(F)F)c(/C=N/OC(=O)c2ccccc2Cl)c1SCc1ccc(Cl)cc1
→ 3, -23
COc1ccc(CNC(=O)COC(=O)c2cnccn2)cc1
→ -10, 5
Cc1nc(C(=O)Nc2ccc(Cl)cc2Cl)nn1-c1cc(OC(C)C)c(Cl)cc1Cl
→ 0, 3
Cn1nccc1/C=C(/C#N)S(=O)(=O)c1ccccc1
→ -2, 15
c1cnc(NCCNc2ncccn2)nc1
→ -2, 8
CC(C)(C)c1ccccc1OCC(=O)Nc1ncn[nH]1
→ -6, 5
CCCCNC(=O)Cc1coc2ccc3ccccc3c12
→ 9, -6
CCCN(CCC)c1nc(Cl)nc(NCc2ccco2)n1
→ -16, -7
Cc1ccc(N2C(=O)CSC2c2c(F)cccc2Cl)cc1 (configuration not stated)
→ -7, -1
CCCCCC/C(=N/O)c1ccccn1
→ -3, 5
CC(C)c1ccc(NC(=O)C2CCCCC2C(=O)O)cc1 (configuration not stated)
→ -4, 2
CCOc1ccc(NC(=O)CN2CCN(C3c4ccccc4-c4ccccc43)CC2)cc1
→ -2, 6
CC(C)(C)OC(=O)NNC1CC(=O)N(c2ccccc2F)C1=O (configuration not stated)
→ -4, 1
C=CCn1c(SCc2nc(N)nc(N3CCCCC3)n2)nnc1-c1ccco1
→ -4, -6
C=CCn1c(SCC(=O)Nc2nc3ccccc3s2)nnc1-c1ccccc1O
→ -1, 8
c1ccc2c(N3CCCCC3)nc(N3CCCCC3)nc2c1
→ -2, -12
CN(Cc1ccco1)C(=O)c1ccc(N2CCCC2=O)cc1
→ 0, -1
CC(=O)C1=C(c2ccccc2)NC(=O)NC1c1ccccc1OCC(=O)Nc1ccccc1 (configuration not stated)
→ 0, -2
Oc1ccccc1-c1nc(N2CCCC2)c2ccccc2n1
→ -2, -5
CC(=O)C(Sc1nn(C)c(=S)s1)C(=O)Nc1ccccc1 (configuration not stated)
→ -2, -2
CC1CCCC(NC(=O)CCn2c(=O)oc3ccccc32)C1C (configuration not stated)
→ -2, 6
COc1ccc(/C=N/Nc2nonc2N)cc1
→ -1, 6
Cc1ccc(S(=O)(=O)N2CCC(C(=O)OCC(=O)N3CCc4ccccc43)CC2)cc1
→ -2, -5
CS(=O)(=O)N1CCN(c2ccc(NC(=O)c3cccnc3Cl)cc2)CC1
→ -4, -2
Cn1c(=O)c2c(nc(SCc3cccnc3)n2Cc2ccc(F)cc2)n(C)c1=O
→ -8, 5
COC(=O)NCC1(C)CC(NC(=O)OC)CC(C)(C)C1 (configuration not stated)
→ 2, -2

Filtered by structure, the entries above containing a tert-butyl group.
Order of results – miR122 inh, FN deposition inh
CC(C)(C)c1ccccc1OCC(=O)Nc1ncn[nH]1
→ -6, 5
CC(C)(C)OC(=O)NNC1CC(=O)N(c2ccccc2F)C1=O (configuration not stated)
→ -4, 1

Next part.
Order of results – miR122 inh, FN deposition inh
CN(C)/C=C(/C(=O)c1ccc(Cl)cc1Cl)S(=O)(=O)c1ccccc1
→ 0, 19
Clc1ccccc1Cn1nnc2c(NCC3CC3)ncnc21
→ -5, -8
CCC(OC(=O)CCc1nc2ccccc2[nH]c1=O)C(=O)c1ccccc1 (configuration not stated)
→ -10, 1
O=C(NCc1cccs1)C1CCCN1S(=O)(=O)c1ccccc1F (configuration not stated)
→ -13, 5
Cn1nc(SCC(=O)O)sc1=S
→ -6, -3
O=C(O)C1CC=C(Cl)CC1C(=O)NCc1ccccc1 (configuration not stated)
→ -7, 4
CC(C)C(=O)Nc1ccccc1N1CCN(S(C)(=O)=O)CC1
→ -17, -7
CCC(C)NC(=O)C1CCCCN1S(=O)(=O)c1ccc(F)cc1 (configuration not stated)
→ -2, 13
O=C(NCCCN1CCCCC1)c1ccc2c(c1)NC(=O)C(N1CCOCC1)S2 (configuration not stated)
→ -8, 2
Cc1cc2nc(SC(C)C(=O)O)[nH]c2cc1C (configuration not stated)
→ -9, -12
O=C(c1ccccc1)c1cnc(Nc2ccc(Cl)c(Cl)c2)s1
→ 22, -1
CCOc1ccccc1OCCOc1ccc(F)cc1
→ -17, -1
Cc1cc(C)n2nc(SCc3ncc(-c4ccccc4)o3)nc2n1
→ 10, 13
O=C(COC(=O)c1cnccn1)NCCc1ccccc1
→ -4, 3
CC(C)(CO)NCc1ccccc1OCC(=O)Nc1ccccc1
→ 7, -4
CCc1nc2ccccc2c(C(=O)Oc2cccc3cccnc23)c1C
→ -6, 25
COc1ccc(Cn2nnnc2C(c2cc3ccc(OC)cc3[nH]c2=O)N2CCC(C)CC2)cc1 (configuration not stated)
→ -1, -8
COc1ccc(-c2nnc3sc(CCN4C(=O)c5ccccc5C4=O)nn23)cc1
→ -3, -16
O=C(NCCN1CCN(c2ccccc2)CC1)c1ccc(NC(=O)C2CCCO2)cc1 (configuration not stated)
→ 0, -12
O=C(Cn1c(=O)oc2ccccc21)NC(=O)NCc1ccco1
→ 7, 2
Cc1nnc2sc(-c3ccncc3)nn12
→ -10, -5
Cc1nc2ccccc2n1CCC(=O)O
→ -5, -5
COc1ccc(NC(=O)CCN2CCN(S(=O)(=O)c3ccc(C(C)C)cc3)CC2)cc1
→ -6, -2
CCOC(=O)CCCNC(=O)c1cncc(O)c1
→ -12, -9
Cc1cccn2c(=O)c(/C=C(\C#N)S(=O)(=O)c3ccc(Cl)cc3)c(N3CCC(C(N)=O)CC3)nc12
→ 3, 7
Cc1cc(C)nc(SCCn2c(N3CCCCC3)nc3c2c(=O)n(C)c(=O)n3C)n1
→ -12, -17
CC(Oc1ccc(F)cc1)C(=O)Nc1sc2c(c1C(=O)NCc1cccnc1)CCCC2 (configuration not stated)
→ 9, 9
Cc1ccc(C(C(=O)NC2CCCC2)N(C(=O)CCC(=O)Nc2cc(C)on2)c2ccccc2)cc1 (configuration not stated)
→ 3, -1
O=C(CSc1nnnn1Cc1ccccc1)NCC(=O)c1ccccc1
→ -5, -2
CCC(C)NC(=O)CSc1ccc(Cl)cc1 (configuration not stated)
→ -1, -1

Other entries
Order of results – miR122 inh, FN deposition inh
Cc1nn(CC(=O)Nc2ccc3c(c2)oc2ccccc23)c(=O)c2ccccc12
→ 9, 7
CCn1c(SCc2cccc(C(F)(F)F)c2)nnc1-c1ccco1
→ 11, -5
CCOc1ccc(C2=Nn3c(nnc3-c3cccnc3)SC2)cc1
→ -3, 1
CSc1c(CC(=O)NCCO)n(C)c2ccccc12
→ 9, -5
COc1ccc(-c2onc(C)c2-c2ccc(C(=O)OC(C)C)o2)c(O)c1
→ 7, 12
Clc1ccccc1C1=Nn2c(nnc2-c2ccncc2)SC1
→ -6, 12
COc1ccc(CCNc2ccncn2)cc1
→ -6, -12
COc1cc(NC(=O)CN(c2ccc(C)cc2)S(=O)(=O)c2c(C)n[nH]c2C)cc(OC)c1
→ -6, 8
COc1ccc(/C=N/c2c(-c3ccco3)nc3ccccn23)cc1OC
→ 17, 9
CCOc1ccc(CCNC(=O)CN(C)S(=O)(=O)c2ccc3c(c2)CCC(=O)N3)cc1OCC
→ -26, 2
Cc1ccc(CNC(=O)C2CCCN(Cc3cnn(-c4ccccc4)c3-n3cccc3)C2)cc1 (configuration not stated)
→ -6, -6
CCCCn1c(-c2csc3c2CCC(C)C3)n[nH]c1=S (configuration not stated)
→ 9, -16
O=C(O)c1cccc(N2C(=O)C3CC=CCC3C2=O)c1 (configuration not stated)
→ 2, 0
COc1cc(NC(=O)COc2ccc(-n3cnnn3)cc2)c(OC)cc1Cl
→ -8, 4
O=C(NCc1ccco1)C12CC3CC(C1)CC(C(=O)NCc1ccco1)(C3)C2
→ 5, -21
COc1ccc(N(CC(=O)N2CCc3ccccc3C2)S(C)(=O)=O)cc1OC
→ -13, -2
Cc1cccc(N(CC(=O)NC2CCCC2)C(=O)c2cc3cc4cccc(C)c4nc3s2)c1C
→ 27, 2
Cc1ccc(NC(=O)CCc2ccc(S(=O)(=O)N3CCOCC3)cc2)c(C)c1
→ -4, 0
Cc1ccc(C2=N/C(=C/N3CCOCC3)C(=O)O2)cc1
→ 1, -3
Cc1onc(-c2ccccc2)c1C(=O)N1CCCN(C(=O)c2c(-c3ccccc3)noc2C)CC1
→ 2, -5
CCn1nnc(NC(=O)c2c(OC)cccc2OC)n1
→ -1, 1
O=P(OC1CCCCC1)(OC1CCCCC1)C(O)c1ccc(Cl)cc1Cl (configuration not stated)
→ 55, -5
COCCN(C(=O)Cc1cccs1)C(C(=O)NCc1ccc(OC)cc1)c1ccc(C(C)C)cc1 (configuration not stated)
→ 31, 4
CCOC(=O)C1CCCN(C(=O)c2cc3nc(-c4cccc(OC)c4)cc(C(F)(F)F)n3n2)C1 (configuration not stated)
→ 2, -14
Cc1cccc(-n2c(O)c(C=Nc3ccc4c(c3)OCO4)c3ccccc3c2=O)n1
→ 2, 7
Cc1ccccc1-c1nnc(SCC(=O)Nc2c(C)n(C)n(-c3ccccc3)c2=O)o1
→ -3, 2
CCc1cc(=O)oc2cc(C)c(CN3CCCCC3)c(O)c12
→ 1, 2
COc1ccc(Nc2oc(COc3ccc(C)cc3)nc2C#N)cc1
→ 0, -17
O=C(CSc1nc(C2CC2)nc2ccccc12)N1c2ccccc2Sc2ccccc21
→ 25, -20
Oc1cccc2ccc(Nc3ccccn3)nc12
→ 4, 10

Already shown: 7 of the compounds above.
Order of results – miR122 inh, FN deposition inh
CN(C)/C=C(/C(=O)c1ccc(Cl)cc1Cl)S(=O)(=O)c1ccccc1
→ 0, 19
Clc1ccccc1Cn1nnc2c(NCC3CC3)ncnc21
→ -5, -8
CCC(OC(=O)CCc1nc2ccccc2[nH]c1=O)C(=O)c1ccccc1 (configuration not stated)
→ -10, 1
O=C(NCc1cccs1)C1CCCN1S(=O)(=O)c1ccccc1F (configuration not stated)
→ -13, 5
Cn1nc(SCC(=O)O)sc1=S
→ -6, -3
O=C(O)C1CC=C(Cl)CC1C(=O)NCc1ccccc1 (configuration not stated)
→ -7, 4
CC(C)C(=O)Nc1ccccc1N1CCN(S(C)(=O)=O)CC1
→ -17, -7

Other records follow.
Order of results – miR122 inh, FN deposition inh
O=C(Nc1ccc(S(=O)(=O)NCCc2ccccc2)cc1)c1ccc(Br)o1
→ 201*, 7
COc1ccccc1NS(=O)(=O)c1ccc(O)c(C(N)=O)c1
→ -10, -4
COC(=O)c1c(NC(=O)c2ccc(Br)o2)sc(C)c1C
→ 6, -19
COc1ccccc1N1CCN(C(=O)CN(CCc2ccccc2)S(C)(=O)=O)CC1
→ -1, 0
O=S(=O)(c1ccccc1)c1cnc(-c2cccnc2)nc1-c1ccccc1
→ -2, 8
NC(=O)CS(=O)(=O)c1nc2ccccc2n1CC(=O)N1CCCCC1
→ -3, 0
Cc1ccc(NC(=O)C2(N(CC(C)C)C(=O)Cn3nnnc3N)CCCCC2)cc1
→ -3, 10
CC(=O)Nc1ccc(S(=O)(=O)N2CCN(Cc3ccccn3)CC2)cc1
→ -5, -7
Cc1cccc(NC(=O)CCN2C(=O)c3ccccc3C2=O)n1
→ -3, 4
O=C1CC(N2CCOCC2)C(=O)N1c1ccccc1Cl (configuration not stated)
→ -2, 14
Cc1ccccc1Oc1ccc(S(=O)(=O)NCCC(=O)O)cc1
→ 1, -5
COCCSc1ccccc1C(=O)NCc1ccc2c(c1)OCO2
→ -4, -4
Cc1cc(NC(=O)c2cncc(Br)c2)no1
→ 0, -4
CC1(C)CC(=O)c2cc(C(=O)O)c(=O)n(-c3ccccc3)c2C1
→ 4, 0
CCOc1ccc(C2C(C#N)=C(N)Oc3nc[nH]c(=O)c32)cc1OC (configuration not stated)
→ -6, -3
COc1cc(C2c3c(-c4ccccc4)n[nH]c3C(=O)N2c2ccccc2)ccc1O (configuration not stated)
→ 1, 1
NC(=O)c1nn(-c2ccccc2)c(=O)cc1O
→ -3, 1
CN1C(=O)NC2C1N(S(C)(=O)=O)CCN2S(C)(=O)=O (configuration not stated)
→ 2, -2
CCC(C)C(=O)Nc1ncc2c(n1)CC(c1cccs1)CC2=O (configuration not stated)
→ -13, 12
O=C1Nc2cc(Cl)c(Cl)cc2N(O)N1c1ccccc1
→ 1, -6
Cc1sc2nc(C)n(/N=C/c3ccccc3O)c(=O)c2c1C
→ -4, -8
CC(/C=C/c1ccc2c(c1)OCO2)=N/NC(=O)CNc1ccc(C)cc1
→ 3, -9
O=C(Nc1cccc(F)c1)C1CC(=O)N(c2ccc(Cl)cc2)C1 (configuration not stated)
→ -6, 1
CCOc1cc(N2CCOCC2)c(OCC)cc1NC(=O)Cn1[nH]c(=O)c2ccccc2c1=O
→ -9, 8
CCOc1cc(/C=C2/C(=O)N(c3ccccc3)N=C2C)ccc1OC(=O)c1ccco1
→ 10, 1
COc1ccc(CCNC(=O)C2CCN(Cc3nc(-c4ccccc4F)oc3C)CC2)cc1OC
→ -7, 34*
CN(C)S(=O)(=O)c1cccc(NC(=O)c2cc3ccccc3o2)c1
→ 3, -8
Nc1c(S(=O)(=O)c2cccs2)c2nc3ccccc3nc2n1Cc1ccccc1
→ 321*, 6
Cn1c(COc2ccc(Cl)cc2)nc2ccccc2c1=O
→ 3, 5
O=C(Nc1cnn(C23CC4CC(CC(C4)C2)C3)c1)c1cc(-c2ccccc2)on1
→ 9, 1
O=C(NCCCc1ccccc1)c1cnc2n(c1=O)CCS2
→ -3, 1

Assay outcomes deposited in PubChem BioAssay by Broad Institute.
